Compound activity (PubChem BioAssay)
hIAP block: human IAP inhibition; P09923; purified IAP, CDP-Star luminescence, 30 min; inhibition, % at 10 µM; actives 0.12% (n = 330,000); AID 2544;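 active = inhibition reaching a set limit with compound at 10 µM in the primary screen, cut at about 35% in these data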;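 also: plate controls were DMSO wells with enzyme for no effect and no-enzyme buffer wells for full effect; values of inactives mirror those of a sister screen read the other way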
SENP1 FRET inh: blocks the human SENP1 SUMO protease catalytic domain; recombinant SENP1 catalytic domain, CyPet-SUMO1-YPet FRET cleavage; AID 624204; Q9P0U3; actives 0.21% (n = 360,000); inhibition, % at 10 µM;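 active = inhibition at least 30% at 10 µM, raw YFP signal under a set limit, fluorescence ratio 0.5 to 1.5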;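 also: 0% = enzyme with DMSO and 100% = no enzyme wells; some results filed as inactive read as strong as hits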
Target sequence (Q9P0U3 419-644 limits assumed): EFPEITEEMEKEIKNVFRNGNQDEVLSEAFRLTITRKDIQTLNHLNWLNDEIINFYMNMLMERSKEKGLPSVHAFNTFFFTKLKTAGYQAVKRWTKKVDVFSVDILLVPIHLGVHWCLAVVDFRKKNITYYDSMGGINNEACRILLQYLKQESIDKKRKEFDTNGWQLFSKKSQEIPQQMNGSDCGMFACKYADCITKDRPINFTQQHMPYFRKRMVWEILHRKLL
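Material: hSENP1 catalytic domain, recombinant; medium: Tris pH 8 with BME, BSA, NP40 and catalase; compound: single concentration of 10 µM compound, 0.5% DMSO final; technique: FRET read of cyan and yellow fluorescence; timing: 50 min enzyme reaction, room temperature, light-protected; reagent: SFCypet-SUMO1-SFYpet substrate at 25 nM; control set: no-enzyme low, enzyme-DMSO high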
mIAP act: increases mouse intestinal alkaline phosphatase activity; muIAP, CDP-Star luminescence, 30 min; hits give high values; 1 = vehicle-only enzyme signal, 0 = enzyme-free wells; activation factor at 10 µM; actives 0.24% (n = 330,000);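 active = activation factor of at least 2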; also: the source names both 10 and 20 µM as test concentration; values of inactives mirror those of a sister screen read the other way
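Assay system: mouse IAP enzyme / Compound: DMSO-dissolved test compounds / Timing: 30 min, room temperature / Measured by: luminescence from enzymatic CDP-Star hydrolysis / Control set: DMSO-only wells, enzyme-free buffer wells as negative control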
A3G deaminase: blocks human APOBEC3G single-stranded DNA deamination; recombinant A3G, ssDNA deamination FAM/TAMRA fluorescence; inhibition, % at 20 µM; actives 0.28% (n = 330,000); AID 493012;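 active = inhibition of at least 40% at 20 µM, with no more than 30% in the related APOBEC3A deaminase screen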;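 also: plate controls were DMSO wells with A3G for no effect and wells lacking A3G enzyme for full effect; some compounds called inactive have numbers as strong as hits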
Target sequence (Q9HC16 whole entry, looked up): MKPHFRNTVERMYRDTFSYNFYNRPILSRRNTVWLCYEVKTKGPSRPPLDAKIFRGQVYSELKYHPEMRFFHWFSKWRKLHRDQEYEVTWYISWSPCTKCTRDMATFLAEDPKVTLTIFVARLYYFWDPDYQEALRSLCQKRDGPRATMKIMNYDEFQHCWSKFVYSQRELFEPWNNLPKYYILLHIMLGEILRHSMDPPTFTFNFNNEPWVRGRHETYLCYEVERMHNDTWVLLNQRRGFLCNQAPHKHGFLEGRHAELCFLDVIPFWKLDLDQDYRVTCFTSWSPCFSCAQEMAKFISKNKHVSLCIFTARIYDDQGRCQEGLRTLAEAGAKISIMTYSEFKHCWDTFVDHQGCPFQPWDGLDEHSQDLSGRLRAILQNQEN
mIAP block: mouse IAP inhibition. purified mouse IAP, CDP-Star luminescence, 30 min. AID 2806. actives 0.2% (n = 330,000). inhibition, % at 10 µM;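 active = inhibition of at least 40% at 10 µM in the primary screen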;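 also: plate controls were DMSO with enzyme for no effect and no enzyme wells for full effect; values of inactives mirror those of a sister screen read the other way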
MIN6 prolif: MIN6 beta-cell proliferation induction; AID 2380; proliferation, % at 10 µM; MIN6 cells proliferation, ATPlite luminescence, 48 h; cells starved in 0.2% serum; 100% = growth in 10% serum; actives 0.29% (n = 330,000);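 active = compounds whose signal lies at least 3.5 SD above the mean of all wells on their plate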;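 also: 0% = DMSO-treated cells in low-serum medium and 100% = 10% serum control; some compounds called inactive have numbers as strong as hits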
NLRP3 yeast inh: NALP3 inhibition in yeast | Yeast reconstituted NLRP3/ASC/caspase-1, beta-gal luminescence, 24 h | inhibition, % at 10 µM | actives 0.39% (n = 330,000);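 active = inhibition of 50% or more; inactive = inhibition below 50%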;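 also: plate controls were induced DMSO wells for no effect and uninduced yeast grown without galactose for full effect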
A3A deaminase: inhibitors of human APOBEC3A DNA deaminase. P31941. recombinant A3A, FAM/TAMRA ssDNA deamination fluorescence. inhibition, % at 20 µM. actives 0.41% (n = 330,000);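 active = at least 40% inhibition at 20 µM here, with at most 30% in a related deaminase screen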;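 also: plate controls were A3A with DMSO for no effect and wells lacking A3A enzyme for full effect; some results filed as inactive read as strong as hits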
Target sequence (P31941 whole entry, looked up): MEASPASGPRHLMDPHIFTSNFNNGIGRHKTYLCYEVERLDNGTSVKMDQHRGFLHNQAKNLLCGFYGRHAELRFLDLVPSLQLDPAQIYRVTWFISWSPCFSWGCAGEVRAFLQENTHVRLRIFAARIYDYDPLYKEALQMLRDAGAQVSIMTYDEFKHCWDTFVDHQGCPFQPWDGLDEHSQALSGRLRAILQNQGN
hIAP activ: increases human intestinal alkaline phosphatase activity; purified human IAP, CDP-Star luminescence, 30 min; hits give high values; 1 = vehicle-only enzyme, 0 = enzyme-free background; activation factor at 10 µM; actives 0.16% (n = 330,000); AID 2524;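 active = activation factor of the enzyme at least 2-fold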; also: the source names both 10 and 20 µM as test concentration; values of inactives mirror those of a sister screen read the other way
Active calls of the source: *; / = not tested or not shown. These rows are one share of the data; rates above refer to the full screens.

SMILES	hIAP block	SENP1 FRET inh	mIAP act	A3G deaminase	mIAP block	MIN6 prolif	NLRP3 yeast inh	A3A deaminase	hIAP activ
CCN(C[C@H]1N[C@@](Cc2ccccc2)(C(=O)OC)[C@H]2C(=O)N(Cc3ccccc3)C(=O)[C@@H]12)C(=O)c1ccc(F)cc1	-1	2	0.93	0	7	-5	0	-2	1
Cc1cccc(-c2n[nH]c(=S)n2/N=C/c2cccs2)c1	-3	3	1	17	-5	-2	35	-5	1
C#CC[N+]1(CC#Cc2ccccc2)CCCC1	11	1	0.99	-5	1	0	15	2	0.89
Fc1ccc(-n2cc(-c3ccccc3)c3c(N4CCOCC4)ncnc32)cc1	-7	0	1.2	-3	-23	-7	-7	-7	1.1
CCCCNC(=O)C1CCCN1S(=O)(=O)c1cccc2nsnc12 (stereo not given)	4	-2	0.97	-6	2	0	-3	2	0.95
COCc1cc(C)nc(N2CCNCC2)c1C#N	20	1	1	-4	-5	1	1	-4	0.81
Cc1ccc(NC(=O)CNC(=O)Cc2cccc3ccccc23)nc1	-26	-6	1	-8	-1	-1	8	-3	1.3
CC(C)(C)c1cc(C(=O)NNS(=O)(=O)c2ccccc2)n[nH]1	-37	-3	1	-10	-4	-2	3	-5	1.4
COc1ccc(C(=O)C2CCCN(Cc3nc4ccccc4nc3C)C2)cc1OC (stereo not given)	6	-18	0.92	-5	8	1	27	3	0.94
O=C(NCCc1ccncc1)Nc1ccc(Cl)cc1	2	-1	1.1	1	-13	-2	10	-1	0.98
CSCCC(NC(=O)c1ccco1)C(=O)N1CCC(C(N)=O)CC1 (stereo not given)	-2	-5	1	-1	-1	1	1	0	1
CCN(C(=O)COC(=O)c1cc2c(s1)CCCCC2)C1CCS(=O)(=O)C1 (stereo not given)	-8	3	1	-7	0	0	25	0	1.1
Cc1nc(=O)c(-c2ccccc2)c(C)n1-c1ccccc1Cl	2	0	0.98	0	2	-3	19	0	0.98
CC(=O)c1cccc(NC(=O)c2cccc(NC(=O)c3ccco3)c2)c1	7	1	0.98	0	2	-3	10	3	0.93
CCc1nc(CN2CCN(Cc3ccc(F)c(F)c3)C(CCO)C2)c(C)[nH]1 (stereo not given)	-15	0	0.91	-4	9	8.6*	1	-1	1.2
Cc1ccc(S(=O)(=O)N2CCCCC2)cc1NC(=O)COC(=O)Cc1cccc2ccccc12	-21	3	1.3	-6	-26	-2	18	0	1.2
COc1cc(NC(=O)c2ccc(-c3cccc(F)c3)o2)ccc1NC(=O)c1ccccc1Cl	13	-3	0.93	-1	7	-2	30	0	0.87
COc1cccc(CN2CC(C(=O)NCc3ccc(C)o3)CCC2=O)c1 (stereo not given)	16	-4	1	-2	0	-1	13	1	0.84
COc1cccc(-c2nnn(CC(=O)N(CC(C)C)C3CCS(=O)(=O)C3)n2)c1 (stereo not given)	8	2	1	-7	-1	1	7	0	0.92
Cn1cccc1C(=O)C(=O)Nc1cc(Cl)cc(Cl)c1	25	1	0.96	2	4	1	21	-4	0.75

Pulled by compound from the entries so far (3):
SMILES	hIAP block	SENP1 FRET inh	mIAP act	A3G deaminase	mIAP block	MIN6 prolif	NLRP3 yeast inh	A3A deaminase	hIAP activ
COc1cccc(CN2CC(C(=O)NCc3ccc(C)o3)CCC2=O)c1 (stereo not given)	16	-4	1	-2	0	-1	13	1	0.84
Cn1cccc1C(=O)C(=O)Nc1cc(Cl)cc(Cl)c1	25	1	0.96	2	4	1	21	-4	0.75
C#CC[N+]1(CC#Cc2ccccc2)CCCC1	11	1	0.99	-5	1	0	15	2	0.89

Next section:
SMILES	hIAP block	SENP1 FRET inh	mIAP act	A3G deaminase	mIAP block	MIN6 prolif	NLRP3 yeast inh	A3A deaminase	hIAP activ
CCc1ccc(N2C(=O)C(Cl)=C(N3CCOCC3)C2=O)cc1	-8	9	1.1	1	-5	-2	7	2	1.1
Cc1cc(C)cc(OCC(=O)NNC(=O)c2cc3ccccc3o2)c1	-80	2	0.87	-5	13	1	-1	1	1.8
COc1ccc2nc(NC(=O)CSc3nc(C)cc(=O)[nH]3)sc2c1	15	-6	0.95	-2	5	3	0	4	0.85
CC(=O)Nc1ccc(S(=O)(=O)NCC2CCC(C(=O)NCCCN3CCCC3=O)CC2)cc1 (stereo not given)	-4	1	1	-5	-1	-1	0	-1	1
CCOC(=O)c1[nH]c(C)c(C(=O)N2CCN(c3ccccc3OC)CC2)c1C	4	2	1	-7	-5	-1	-4	-3	0.95
O=C(O)c1cc(NC(=S)NC(=O)C(c2ccccc2)c2ccccc2)ccc1Cl	-3	1	1.1	-6	-5	-3	21	-2	1
COc1ccccc1C(=O)NCCC(=O)NC1CCC(C)CC1 (stereo not given)	8	2	0.86	2	14	-1	-12	2	0.92
CCN1CCN(C(=O)CSc2nc3c(c(=O)n(C)c(=O)n3C)n2C)CC1	5	0	0.92	0	8	1	23	1	0.95
COc1ccc(-c2sc(NC(C)=O)nc2-c2ccccc2)cc1	1	0	0.97	-3	3	0	9	1	0.99
Cc1c(C)n2c(SCC(=O)NC3CCCCC3)nnc2[nH]c1=O	-17	1	0.97	-15	3	-1	9	-4	1.2
CCN1CCN(Cc2ccc(NC(=O)c3cc(NC(=O)c4cnn(-c5ccccc5)c4N)cc(OC)c3)cc2C(F)(F)F)CC1	-3	0	0.93	-9	7	-9	12	-3	1
Cc1ccc(NC(=O)C2CCCN(C(=O)c3ccc(Cl)cc3)C2)c(C)c1 (stereo not given)	1	-1	1	-5	-3	-1	14	-1	0.99
Cc1cc(C)c(NC(=O)CSc2nc3ccc(NC(=O)CSc4nnnn4-c4ccccc4)cc3s2)c(C)c1	-7	-6	0.96	-3	4	0	-1	-1	1.1
C[C@H](CO)N1C[C@H](C)[C@@H](CN(C)Cc2ccccc2)Oc2ccc(NC(=O)CCCCCC(=O)Nc3ccccc3N)cc2C1=O	4	0	1.3	-9	-30	-5	12	1	0.96
COc1ccc(OCc2nnc(SCC(=O)c3c(N)n(C)c(=O)n(C)c3=O)n2-c2ccccc2F)cc1	-10	/	1	3	-1	-5	0	8	1.1
COCCNS(=O)(=O)c1ccc(C)c(C)c1C	-17	2	1	-5	0	-4	1	0	1.2
COc1cccc(CNC(=O)C2CCCN(S(=O)(=O)c3cccc4nonc34)C2)c1 (stereo not given)	-31	1	0.97	6	3	0	21	-6	1.3
CC(=O)Nc1nc(S(=O)(=O)c2ccc(C)cc2)c(Cl)s1	-16	1	0.87	4	13	-2	21	4	1.2
O=C(O)c1ccc2c(c1)NC(=O)C(N1CCCC1)S2 (stereo not given)	-6	11	1.1	-2	-6	2	3	4	1.1
CCOC(=O)C1=C(C)N(CCCCCC(=O)O)C(=O)NC1c1ccccc1OS(=O)(=O)c1ccc(C)cc1 (stereo not given)	21	1	0.99	-6	0	3	-7	-5	0.79
O/N=C/C1=C(Cl)c2ccccc2CC1	1	1	1	-3	-1	2	22	-1	0.99
CC(=O)Nc1ccc(NC(=O)C(C)Oc2ccccc2F)cc1 (stereo not given)	-2	0	1	-11	-2	0	-6	-3	1
Cc1cccc(NS(=O)(=O)c2cccc(C(=O)N3CC(C)OC(C)C3)c2)c1 (stereo not given)	9	1	0.96	-13	4	3	15	-2	0.91
COC(=O)N/N=C/c1ccc([N+](=O)[O-])s1	9	-6	0.74	-5	26	0	37	0	0.91
CCOc1ccccc1Oc1cn[nH]c1-c1ccc(OCC(=O)NN)cc1O	-99	1	0.97	-6	3	0	-18	-3	2
CCOc1ccc(NC(=O)Cn2nnc(-c3ccccc3NC(=O)c3cccs3)n2)cc1	-1	2	0.97	-1	3	-2	-11	-2	1
COc1ccc(CCN2CC(C(=O)N(C)CCn3nc(C)cc3C)CCC2=O)cc1 (stereo not given)	-13	0	0.96	-7	4	4	7	-5	1.1
O=[N+]([O-])c1ccc(N2CCCC2)nc1	16	-1	0.87	-2	13	-2	14	4	0.84
Cc1onc(-c2c(F)cccc2Cl)c1C(=O)NCc1ccc(F)cc1	-4	6	1.2	9	-15	-5	9	3	1
CCOC(=O)C1CCCN(Cc2ccccc2F)C1 (stereo not given)	-1	2	1.1	-2	-8	-1	13	-1	1
COc1cc(C(=O)OCC(=O)N2CCCC2)cc(OC)c1OC	-23	4	0.99	-5	1	-1	5	-13	1.2
O=C(CSc1nnc(SCc2ccc(Cl)cc2)s1)N/N=C/c1ccccc1Cl	1	2	0.9	-6	10	-5	15	-1	0.99
Cc1ccc2cc(CCNC(=O)C3CCCCC3)c(=O)[nH]c2c1C	-6	2	1.1	-6	-6	-1	22	-1	1.1
CCOc1cc(C2C(C(C)=O)=C(O)C(=O)N2CCc2c[nH]c3ccccc23)ccc1O (stereo not given)	5	0	0.92	15	8	-4	8	17	0.95
CCCCNc1c(-c2ccc(SC(C)CC)c(OC)c2)nc2ccc(Cl)cn12 (stereo not given)	13	-26	1.1	15	-7	-6	23	2	0.87
Cc1ccnc2nc(C(=O)Nc3nc(-c4ccccn4)cs3)nn12	-59	0	1.1	15	-9	-3	-7	13	1.6
CC1([N+](=O)[O-])COC2(OC1)C(=O)Nc1ccccc12 (stereo not given)	9	-2	0.99	-8	1	3	1	-1	0.91
Cc1cccc(C)c1OCc1cc(C(=O)N(C)Cc2cc(C3CC3)n[nH]2)no1	-45	2	0.97	-8	3	0	12	-4	1.4
COC(=O)c1c(-c2c(Cl)cccc2Cl)noc1NC(=O)N(C)C	-23	1	1	-9	-3	-1	1	-3	1.2
COc1ccccc1N(C)S(=O)(=O)c1ccc(C(=O)NC2CCCCC2)cc1	-2	3	0.99	-2	1	-2	24	4	1
COc1ccc2[nH]c(=O)c(CN(Cc3ccco3)C(c3nnnn3Cc3ccccc3)C(C)C)cc2c1 (stereo not given)	-4	-9	0.96	1	4	-1	-7	0	1
CCOc1ccccc1NC(=O)C1CCN(c2nc(-c3ccc(OC)cc3)no2)CC1	19	0	1	-10	-4	3	7	-7	0.81
CC(C)CCNC(=O)c1cccnc1Sc1ccccc1	1	1	0.97	-2	3	0	21	0	0.99
COc1ccc2c(c1)CCc1c(C(=O)Nc3ccc(OC)c(OC)c3)noc1-2	-2	1	0.94	-4	6	-1	7	1	1
CCCc1nn2c(=O)cc(CSCC(=O)Nc3ccccc3)nc2s1	-7	-1	1	0	0	2	-1	1	1.1
COc1ccc(NC(C)=O)cc1S(=O)(=O)N1CCc2ccccc21	4	1	1.1	-2	-6	2	11	0	0.95
CN(CC(=O)Nc1ccc(F)cc1)C(=O)COC(=O)CCN1C(=O)C2CC=CCC2C1=O (stereo not given)	15	1	0.93	-3	7	-1	3	-1	0.85
CCOc1ccccc1N1CCN(C(=O)c2ccc3[nH]c(C)c(C)c3c2)CC1	-10	-2	1.1	-4	-9	-4	5	-8	1.1
Cc1cc(C)c2oc(-c3cccc(N)c3)nc2c1	-26	0	0.78	0	22	-4	19	-1	1.3
CCCn1nnnc1SCC(=O)c1ccc2c(c1)OCCO2	-2	1	1	-10	-1	-2	3	-2	1
N#CC1(NC(=O)COC(=O)c2cc(=O)[nH]c3ccccc23)CCCCC1	2	3	0.97	-7	3	-1	20	-2	0.98
